HCV inhibitor = blocks hepatitis C virus; Huh7.5.1 HCVcc-Cre infection, luciferase reporter, 44 h; Potency, µM (doses to about 41.8 µM), inactives show at the highest dose activity change, negative = inhibition, actives largely listed as inhibitors; 340,000 compounds, 3.4% hits; also: potency is read from the fitted curve at half-maximal effect
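A cell-based infection assay in which seeded cells (1,000 per well) receive test compound after 4 h, are inoculated with HCVcc-Cre at approximately 0.5 moi, and are incubated 44 h before luminescence detection.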
HCMV inh = blocks human cytomegalovirus replication. HFF cells, HCMV-luciferase reporter, 72 h; hits give low values. activity change, negative = inhibition, % at 57.5 µM. 410,000 compounds, 4.5% hits. AID 1259415; in the data active = activity change below about -60%; inconclusive = no clear call, values can overlap the other calls; inactive = above about -39%
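After 16 h attachment at 37C, HFF cells received test compound and HCMV-luciferase (1 PFU/cell); reporter luminescence read 72 h later, data normalized against buffer-only and known inhibitor Salinomycin.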
Giardia FBPA inh = Giardia lamblia aldolase inhibition. A8B2U2. Potency, µM (top dose mostly 59.6 µM), without a hit: at the highest dose activity, negative = inhibition, most hits filed as inhibitors. purified Giardia FBPA. 290,000 compounds, 0.71% hits. AID 2451; also: potency is read from the fitted curve at half-maximal effect; nearly all actives have a fitted effect of over 55% in size
Target sequence (A8B2U2 whole entry, looked up): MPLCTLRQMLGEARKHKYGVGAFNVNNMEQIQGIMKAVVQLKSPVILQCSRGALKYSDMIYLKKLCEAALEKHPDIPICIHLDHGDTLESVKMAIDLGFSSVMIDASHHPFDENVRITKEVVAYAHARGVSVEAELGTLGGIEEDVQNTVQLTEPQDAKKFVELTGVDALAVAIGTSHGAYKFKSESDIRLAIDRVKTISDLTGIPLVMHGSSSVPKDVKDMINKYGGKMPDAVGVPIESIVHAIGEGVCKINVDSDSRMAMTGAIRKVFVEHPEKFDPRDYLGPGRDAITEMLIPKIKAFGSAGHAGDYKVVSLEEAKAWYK
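40 nM FBPA preincubated 10 min at RT with compound (up to 57.5 uM final), then substrate plus GAPDH/TPI/NAD/arsenate coupling and diaphorase/resazurin added. Fluorescence read after 20 min at RT, 525/598 nm.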
AmpC inh no detg = blocks E. coli AmpC beta-lactamase in detergent-free assay; AmpC nitrocefin hydrolysis, absorbance 480 nm, 0.0001% Triton; Potency, µM (doses to about 57.1 µM), without a hit: at the top dose activity change, negative = inhibition, most hits filed as inhibitors; 330,000 compounds, 0.52% hits; AID 485341;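 also: potency is read from the fitted curve at half-maximal effect; plate controls were no compound for no effect and no enzyme for full effect; nearly all actives have a fitted effect of over 20% in size; some results filed as inactive show a strong effect at the top dose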
Target sequence (P00811 whole entry, looked up): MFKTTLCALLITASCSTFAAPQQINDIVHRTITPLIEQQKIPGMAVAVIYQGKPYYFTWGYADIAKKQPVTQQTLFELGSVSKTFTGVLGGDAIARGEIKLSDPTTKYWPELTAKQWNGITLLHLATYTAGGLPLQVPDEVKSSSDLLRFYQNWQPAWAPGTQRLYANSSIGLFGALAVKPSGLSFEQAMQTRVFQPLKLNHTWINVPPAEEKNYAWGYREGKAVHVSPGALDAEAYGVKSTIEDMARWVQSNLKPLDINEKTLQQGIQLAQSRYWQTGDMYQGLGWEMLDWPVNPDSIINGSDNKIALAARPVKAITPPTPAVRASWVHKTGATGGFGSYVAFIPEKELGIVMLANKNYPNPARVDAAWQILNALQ
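20 mM phosphate pH 7.0 + 0.01% (detergent screen) or 0.0001% Triton X-100; 5.3 nM AmpC reagent; cpd preinc 15 min RT; nitrocefin (800 uM stock) to start; A480 q20 s × 4 min; Activity was normalised to no-enzyme and no-compound control wells.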
Sm TGR inh = S. mansoni TGR enzyme inhibition; Potency, µM (titrated, usually from 114 µM), for the others: top-dose activity change, negative = inhibition, actives largely listed as inhibitors; 360,000 compounds, 3% hits; Q962Y6; AID 485364; purified TGR, DTNB reduction, TNB absorbance 405 nm; also: potency is read from the fitted curve at half-maximal effect; nearly all actives have a fitted effect of over 60% in size
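Kinetic colorimetric format: TGR-catalysed, NADPH-driven DTNB reduction monitored via TNB absorbance. Enzyme dispensed at 20 nM; compound exposure 15 min at room temperature before reaction start.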
AmpC detergent = inhibitors of E. coli AmpC beta-lactamase with detergent. P00811. AmpC hydrolysis of nitrocefin, absorbance 480 nm, 0.01% Triton. Potency, µM (titrated, usually from 114 µM), without a hit: top-dose activity change, negative = inhibition, usual class: inhibitors. 370,000 compounds, 0.041% hits. AID 485294;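 also: potency is read from the fitted curve at half-maximal effect; 0% = no-compound wells and -100% = no-enzyme wells; nearly all actives have a fitted effect of over 25% in size; some results filed as inactive show a strong effect at the top dose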
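AmpC (5.3 nM in the dispensed reagent) in 20 mM phosphate pH 7.0 with 0.01% (detergent screen) or 0.0001% Triton X-100 was preincubated with compounds for 15 min at room temperature. Nitrocefin was then added from an 800 uM solution, and hydrolysis was followed at 480 nm.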
* = called active by the depositor; ? = inconclusive; . = not tested or not shown; & = joins results of further samples; [ ] = dose if it differs, or a comment. Unless noted, calls follow the shape of the dose curve; as a rule, active = well fitted curve in the direction sought with a large enough effect; inconclusive = small, poorly fitted or top-dose-only effect, or another doubt; inactive = no such curve, though single readings can be large; an effect the other way counts as inactive or inconclusive. Unless noted, % is scaled to controls: 0 for no effect and ±100 for the full control effect.

1	COc1ccc2c(c1)CC/C(=C/c1ccco1)C2=O
2	Cn1ccs/c1=N\S(=O)(=O)c1ccc(Br)cc1
3	O=S(=O)(c1ccccc1)N(CC(O)CN1CCCC1)c1ccccc1 (stereo not drawn)
4	CCOC(=O)c1sc(NCc2ccco2)c(-c2nc3ccccc3s2)c1N
5	COc1ccc(OC)c(Nc2ncnc3sccc23)c1
6	CCCN1C2=NCCN2c2ccccc21
7	Cc1nc2cc(Nc3ccncc3)ccc2s1
8	CC(C)C12CN3CCN(CC(C3)/C1=N\NC(=O)Nc1ccccc1)C2
Compound,1,2,3,4,5,6,7,8
HCV inhibitor,-1%,-6%,-9%,10µM*,?,6%,9%,2%
HCMV inh,32,-28,-7,94,46,12,-13,-37
Giardia FBPA inh,-7%,-1%,-10%,-10%,-2%,-2%,1%,7%
AmpC inh no detg,-38%,-13%,-4%,11µM*,-12%,-8%,-33%,-19%
Sm TGR inh,-1%,3%,5%,12%[11.4 µM],-1%,70%[activator],3%,-1%
AmpC detergent,?,-4%,-1%,?,?,?,-8%,?

9	CN(C(=O)CSc1nc2ccc(NC(=O)CCc3ccccc3)cc2s1)c1ccccc1
10	CCc1nnc(NC(=O)CSc2nnc(Cc3ccc(OC)cc3)o2)s1
11	COc1ccc(/C=N/OCC(=O)OCC(=O)N(C)c2ccccc2)cc1
12	Cc1ccc(CS(=O)Cc2ccc(C(=O)NCc3ccc4c(c3)OCO4)o2)cc1 (stereo not drawn)
13	O=c1oc2ccccc2c(Nc2ccc(O)cc2)c1[N+](=O)[O-]
14	CCN(CC)CC#Cc1ccc(C)cc1
15	Cc1cc(Cl)c(S(=O)(=O)N2CCCC2)cc1OCC(=O)NC1CCCCC1
16	O=C(Cn1cc(Cl)c([N+](=O)[O-])n1)NCCC1=CCCCC1
Compound,9,10,11,12,13,14,15,16
HCV inhibitor,.,26%,10%,-2%,-13%,19%,?,-3%
HCMV inh,?,-8,-9,-26,20,0,-96*,?
Giardia FBPA inh,.,6%,.,7%,-11%,-9%,5%,0%
AmpC inh no detg,.,-18%,18%,9%,-28%,-6%,68%[activator],-15%
Sm TGR inh,-10%,-7%,-13%,-12%,0%,0%,17%,19%
AmpC detergent,1%,-2%,0%,5%,?,-1%,-1%,6%

17	Nc1nonc1-n1nnc(C(=O)N/N=C/c2c(F)cccc2Cl)c1-c1ccc2c(c1)OCO2
18	O=C(Cc1c(F)cccc1Cl)N1CCCC1
19	Cc1cc(=O)n2nc(-c3ccccc3)sc2c1C#N
20	N=c1ccn2c(n1)O[C@H]1[C@H](O)[C@@H](CO)O[C@H]12
21	Cn1cc(CN(CCO)Cc2cccs2)c(-c2ccccc2F)n1
22	CCCC(=O)Nc1ccc2c(c1)nc1n2CCSC1
23	FC(F)Oc1ccc(NC(=S)NCc2ccccc2)cc1
24	CC1(OC(=O)C2CCCC2)C(=O)C=C2C=C(c3ccsc3)N(CCc3ccccn3)C=C2C1=O (stereo not drawn)
Compound,17,18,19,20,21,22,23,24
HCV inhibitor,22%,-7%,6%,-10%,-4%,8%,1%,-14%
HCMV inh,0,?,16,-96*,34,-23,-36,-34
Giardia FBPA inh,.,3%,-2%,3%&0%,3%,-20%,2%,?
AmpC inh no detg,-49%,-14%,-15%,-10%,13%,-4%,-19%,24%
Sm TGR inh,-2%,-2%,2%,5%,.,18%,-31%,-6%
AmpC detergent,-2%,-9%,-15%,-6%,-6%,-6%,-1%,1%

25	O=C1CSC(c2ccccc2)N1Nc1nc(N2CCOCC2)nc(N2CCOCC2)n1 (stereo not drawn)
26	CCOc1ccccc1N(CC(=O)Nc1ccccc1)S(=O)(=O)c1ccccc1
27	Cc1ccc(-c2cc(C(=O)Nc3nn[nH]n3)c3ccccc3n2)cc1
28	O=C(c1ccco1)N1CCN(C(=O)N2CCCC2)CC1
29	C/C(=N\NC(=O)c1ccc(NS(=O)(=O)c2cccs2)cc1)c1cccs1
30	CCOC(=O)c1ccc(N2C(=O)c3n[nH]c(C)c3C2c2ccccc2)cc1 (stereo not drawn)
31	CCOc1ccc(CCNC(=O)COC(=O)c2ccc(C)c([N+](=O)[O-])c2)cc1OCC
32	CCCCc1cc(=O)oc2c(CN(CC)CC)c(O)c(Cl)cc12
Compound,25,26,27,28,29,30,31,32
HCV inhibitor,2%,-21%,16%,-4%,-21%,6%,4%,8%
HCMV inh,-17,-98*,23,-37,-83*,-13,-12,-29
Giardia FBPA inh,10%,5%,1%,-2%,3%,6%,8%,-9%
AmpC inh no detg,105%[activator],-36%,-20%,-4%,-34%,-6%,1%,40%
Sm TGR inh,11%,-18%,-2%,12%,-10%,6%,5%,-25%
AmpC detergent,3%,-9%,5%,-5%,?,0%,-20%,-1%

33	Cc1cc2sc(NC(=O)c3ccco3)nc2cc1Cl
34	CCCc1cc(=O)oc2cc(C)c3c(-c4ccccc4)c(C)oc3c12
35	O=C(NCCc1ccccc1)c1sc2ncccc2c1-n1cccc1
36	COc1cc(OC)c(OC)cc1/C=N/NC(=O)c1ccc(=O)n(C)c1
37	CC(C)c1ccc(-c2c(C#N)c(N)nc3c2CCCCC3)cc1
38	Cc1cc(C(F)(F)F)nn2cnnc12
39	O=C(NCC1COc2ccccc2O1)c1cccc(S(=O)(=O)N2CCOCC2)c1 (stereo not drawn)
40	CCc1nnc(NS(=O)(=O)c2ccc(N/C=C\C(=O)c3cccc4ccccc34)cc2)s1
Compound,33,34,35,36,37,38,39,40
HCV inhibitor,-8%,.,.,6%,?,18%,17%,9%
HCMV inh,82,-3,-21,-35,2,-16,-35,-12
Giardia FBPA inh,2%,.,.,-2%,5%,7%,.,3%
AmpC inh no detg,-20%,.,.,-28%,-12%,-2%,-8%,-44%
Sm TGR inh,0%,-2%,7%,4%,-15%,4%,-18%,-15%
AmpC detergent,2%,15%,-5%,-8%,-10%,?,4%,-14%

41	CCOC(=O)C1CN(S(=O)(=O)c2ccccc2)C1
42	Cc1ccc2cccc(Oc3nnnn3-c3ccccc3)c2n1
43	O=C(NC1CCCC1)C(c1ccsc1)N(CCc1ccccc1)C(=O)Cc1cccs1 (stereo not drawn)
44	CCC(C(=O)N1CCC(N2CCCCC2)CC1)n1nc(C)c2sc3ccccc3c2c1=O (stereo not drawn)
45	CCOc1ccc(Br)cc1S(=O)(=O)Nc1cccc(S(=O)(=O)N(CC)CC)c1
46	CCOP(=O)(OCC)C(Nc1ccccc1)c1ccco1 (stereo not drawn)
47	O=C(CC(c1ccco1)S(=O)(=O)c1ccccc1)c1ccc(F)cc1 (stereo not drawn)
48	CCOC(=O)c1ccccc1NC(=O)CN(c1cccc(C)c1C)S(=O)(=O)c1ccccc1
Compound,41,42,43,44,45,46,47,48
HCV inhibitor,9%,1%,14%,-16%,4%,23%,?,.
HCMV inh,27,-13,-18,-28,14,24,-23,-38
Giardia FBPA inh,8%,?,-1%,.,-8%,-5%,-1%,.
AmpC inh no detg,-6%,-27%,-24%,-2%,-3%,-8%,-26%,.
Sm TGR inh,0%,-7%,0%,-11%,-10%,3%,1.6µM*,3%
AmpC detergent,-10%,?,-16%,-6%,?,-12%,-1%,-1%

Structures from the list above that contain an NH in an aromatic ring (2):
27	Cc1ccc(-c2cc(C(=O)Nc3nn[nH]n3)c3ccccc3n2)cc1
30	CCOC(=O)c1ccc(N2C(=O)c3n[nH]c(C)c3C2c2ccccc2)cc1 (stereo not drawn)
Compound,27,30
HCV inhibitor,16%,6%
HCMV inh,23,-13
Giardia FBPA inh,1%,6%
AmpC inh no detg,-20%,-6%
Sm TGR inh,-2%,6%
AmpC detergent,5%,0%

Next part.
49	Oc1cccc(Oc2ncc(C(F)(F)F)cc2Cl)c1
50	COCCCC1CCN(C(=O)C2CCC(=O)N(CCc3cccc(F)c3)C2)CC1 (stereo not drawn)
51	Cc1cccc(OCC(=O)Nc2c(C)ccc3nsnc23)c1C
52	CC(=O)c1ccccc1OC(=O)c1c(F)cccc1F
53	CC(NCc1ccc2c(c1)OCO2)C(=O)N1CCc2ccccc21 (stereo not drawn)
54	CCOC(=O)N1CCN(C(=O)CSc2nnc(CNC(=O)c3c(F)cccc3Cl)o2)CC1
55	Cc1csc(NC(=O)CSc2nnnn2C)n1
56	COc1ccc(/C=C/C2=Nc3ccccc3NC(C)(C)C2)cc1OC
Compound,49,50,51,52,53,54,55,56
HCV inhibitor,0%,3%,.,12%,2%,9%&7%,6%,?
HCMV inh,?,27,-21,28,-7,-16,93,-29
Giardia FBPA inh,-6%,.,.,1%,3%,7%,0%,-6%
AmpC inh no detg,-15%,87%,.,-15%,-14%,-10%,-44%,67%[activator]
Sm TGR inh,.,-11%,3%,5%,0%,-5%,-1%,-30%
AmpC detergent,4%,11%,0%,3%,?,-10%,-7%,7%

57	O=C(CSc1nnc(NC(=O)C2CC2)s1)Nc1ccccc1C(F)(F)F
58	CCC(=O)N1c2ccc(S(=O)(=O)N3CCN(CC)CC3)cc2CC1C (stereo not drawn)
59	Cc1cc(C(=O)Nc2cccc3cccnc23)ccc1[N+](=O)[O-]
60	O=C(OCc1nnc(-c2ccccc2)o1)C1CC(=O)N(c2ccccc2)C1 (stereo not drawn)
61	CCCCCCNc1nc(OC)nc(N2CC3CC(C2)c2cccc(=O)n2C3)n1 (stereo not drawn)
62	OC(COc1c(Cl)cc(Cl)cc1Cl)CN1CCCCC1 (stereo not drawn)
63	COc1ccc(C(=O)[C@H]2[C@H]3C(=O)N(c4ccc(OC(C)=O)cc4)C(=O)[C@H]3C3C=CC=NN32)cc1 (stereo partly drawn)
64	Cc1ccc(-c2nc3ccc(Cl)cc3n2OC(=O)N(C)C)cc1
65	CN(c1ccccc1C(=O)Nc1cccc(C(F)(F)F)c1)S(C)(=O)=O
66	Cc1ccccc1NC(=O)c1c(Cl)nc(C)c(Cl)c1C
Compound,57,58,59,60,61,62,63,64,65,66
HCV inhibitor,-13%,12%,-23%,8%,1%,?,0%,-14%,-23%,13%
HCMV inh,3,31,56,4,18,-14,24,-3,24,-16
Giardia FBPA inh,5%,.,3%,-1%,7%,0%,?,-25%,-1%,-14%
AmpC inh no detg,1%,-2%,-25%,29%,82%[activator],-10%,102%[activator],-10%,-3%,-44%
Sm TGR inh,0%,-10%,-2%,-27%,-1%,0%,?,9%,7%,-7%
AmpC detergent,1%,0%,-3%,?,7%,-24%,-2%,1%,-1%,-6%

Full records from above:
Results for Cc1ccccc1NC(=O)c1c(Cl)nc(C)c(Cl)c1C : HCV inhibitor = 13%; HCMV inh = -16; Giardia FBPA inh = -14%; AmpC inh no detg = -44%; Sm TGR inh = -7%; AmpC detergent = -6%
Results for CCCCCCNc1nc(OC)nc(N2CC3CC(C2)c2cccc(=O)n2C3)n1 (stereo not drawn) : HCV inhibitor = 1%; HCMV inh = 18; Giardia FBPA inh = 7%; AmpC inh no detg = 82%[activator]; Sm TGR inh = -1%; AmpC detergent = 7%

Bioassay records (PubChem)
